High-throughput results: PubChem BioAssay, several laboratories
N-glyco inh – N-linked glycosylation inhibition; reporter increase, % at 12.5 µM; hit rate 0.23% among 360,000; D54 ERlucT glycosylation luciferase reporter, 24 h; percent of 100 nM tunicamycin response; AID 588692;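 active means mean luciferase reporter signal, scaled so untreated is 0 and the glycosylation-blocking control 100, at or above a set limit in every replicate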;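 further: luciferase carries N-glycosylation sites so blocking glycosylation raises the light; 0% = median of neutral control wells and 100% = median of 100 nM tunicamycin wells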
CaV13 ICDI inh – Primary screen for inhibitors of IQ motif and Ca2+-dependent inactivation inhibitor domain binding in CACNA1D, Förster resonance energy transfer in living cells, … | HEK cells, CFP/YFP FRET ICDI-IQ, plate reader, 10 min; percent FRET-ratio fall versus neutral wells | inhibition, % at 12.3 µM | hit rate 0.098% among 340,000;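 active means mean replicate inhibition of at least 30% and at least 1% of replicates passing that level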;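 further: 0% = median of the neutral control wells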
ABHD5-PLIN5 inh – blocks binding of human ABHD5 to perilipin-5 | Q00G26+Q8WTS1 | hit rate 0.78% among 360,000 | inhibition, % at 4 µM | Split G. princeps luciferase complementation, luminescence, 4 h;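 active means inhibition above the mean inhibition across every tested compound plus 3 SD, cut at about 22% in these data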;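 further: 0% = DMSO only wells and the 100% control is not disclosed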
m5-HT2A agonist – activates the mouse 5-HT2A serotonin receptor; P35363; CHO-K1 mHTR2A beta-arrestin complementation, luminescence; percent of 30 µM serotonin response; activation, % at 7.6 µM; hit rate 0.66% among 360,000; AID 624169;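 active means activation above a run cutoff, the mean activation of all tested compounds plus 3 SD, cut at about 14% in these data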;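 further: 0% = plate median of compound wells and 100% = 30 µM serotonin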
Target sequence (P35363 whole entry, looked up): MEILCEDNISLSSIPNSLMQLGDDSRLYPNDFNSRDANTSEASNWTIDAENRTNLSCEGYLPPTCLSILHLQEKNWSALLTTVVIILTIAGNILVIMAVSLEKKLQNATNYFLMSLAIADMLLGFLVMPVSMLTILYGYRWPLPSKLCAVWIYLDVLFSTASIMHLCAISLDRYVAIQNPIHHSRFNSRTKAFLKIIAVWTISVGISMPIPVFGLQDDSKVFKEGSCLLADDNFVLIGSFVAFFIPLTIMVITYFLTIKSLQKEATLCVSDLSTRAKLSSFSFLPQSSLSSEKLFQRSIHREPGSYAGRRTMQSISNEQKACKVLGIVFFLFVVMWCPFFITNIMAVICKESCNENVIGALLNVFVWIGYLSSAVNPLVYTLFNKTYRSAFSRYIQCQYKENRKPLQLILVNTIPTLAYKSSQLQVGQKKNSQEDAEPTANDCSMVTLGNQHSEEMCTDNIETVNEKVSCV
MC4R antag cAMP – antagonists of human melanocortin 4 receptor (MC4R) | P32245 | MC4R-expressing cells, MTII-stimulated cAMP, LANCE TR-FRET | inhibition, % at 6.5 µM | hit rate 0.48% among 360,000 | AID 540295;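 active means inhibition above its plate's cutoff, the mean of tested wells on that plate plus 3 SD, cut at about 29% in these data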;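 further: 0% = Melanotan II alone and 100% = Melanotan II plus saturating MCL0020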
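System: U2OS-MC4R stable cell line; Technique: Eu-cAMP/anti-cAMP TR-FRET, emission 671 nm; Repeats: single well per compound; Also added: Melanotan II; Dosing: one concentration, 6.5 µM nominal; Schedule: 30-min compound, 1-h challenge, 1-h detection, room temperature.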
PDI inh – blocks human protein disulfide isomerase activity; inhibition, % at 10 µM; AID 588391; PDI insulin aggregation turbidity, A650, 90 min; P07237; hit rate 0.052% among 350,000;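 active means mean inhibition across replicates of 30% or more, whatever share of single replicates reach that level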;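 further: absorbance from insulin aggregation driven by PDI reduction with DTT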
Target sequence (P07237 whole entry, looked up): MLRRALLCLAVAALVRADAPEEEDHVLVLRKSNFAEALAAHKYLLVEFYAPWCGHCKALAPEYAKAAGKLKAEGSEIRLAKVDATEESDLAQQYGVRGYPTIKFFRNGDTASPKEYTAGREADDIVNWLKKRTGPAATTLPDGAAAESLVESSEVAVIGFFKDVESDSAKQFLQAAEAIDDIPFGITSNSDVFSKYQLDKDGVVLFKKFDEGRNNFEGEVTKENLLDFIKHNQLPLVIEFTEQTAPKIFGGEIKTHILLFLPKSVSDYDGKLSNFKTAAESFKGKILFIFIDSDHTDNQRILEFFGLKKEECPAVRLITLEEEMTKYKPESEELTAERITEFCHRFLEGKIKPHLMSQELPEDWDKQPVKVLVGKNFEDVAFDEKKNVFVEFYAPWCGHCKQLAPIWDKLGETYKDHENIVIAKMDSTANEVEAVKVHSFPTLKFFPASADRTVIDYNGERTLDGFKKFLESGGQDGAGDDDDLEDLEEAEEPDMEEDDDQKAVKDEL
ABCB6 inh 2 – blocks the human ABCB6 transporter | AID 602162 | K562-ABCB6 porphyrin accumulation, flow cytometry, 1 h; stronger effect = lower value | hit rate 0.19% among 360,000 | Q9NP58 | fluorescence ratio to DMSO, % at 10 µM;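 active means fluorescence ratio to DMSO below 75%, the collection mean minus 3 SD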;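 further: signal is porphyrin accumulated inside mitochondria; 100% equals median channel fluorescence of DMSO control wells; lower ratio means ABCB6 inhibition with less porphyrin fluorescence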
Granule exo inh – blocks lytic granule exocytosis; AID 651702; hit rate 0.66% among 360,000; inhibition, % at 10 µM; TALL-104 LAMP-1 surface exposure, flow cytometry; cells stimulated with thapsigargin and PMA;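 active means inhibition above about 55%, limit read from the data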
Cardio protect – protects H9c2 cardiomyocytes from peroxide injury. H2O2 injury protection, ATPLite, 2 h. protection from H2O2 cell death, % at 20 µM. hit rate 0.63% among 360,000;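 active means compounds giving at least 50% protection of heart cells from peroxide-induced death in the single-dose screen, raw or plate-pattern-corrected value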;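 further: 0% = DMSO wells with peroxide and 100% = DMSO wells without peroxide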
MC4R ag barr – human MC4R agonism via beta-arrestin | P32245 | U2OS MC4R beta-arrestin complementation, luminescence; percent of melanotan II response, DMSO zero | activation, % at 8.9 µM | hit rate 0.98% among 360,000 | AID 540308;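 active means activation above a per-plate cutoff, the mean activation of sample wells on that plate plus 3 SD, cut at about 8% in these data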
Active calls of the source: *; nt = not tested or not shown.

SMILES | N-glyco inh | CaV13 ICDI inh | ABHD5-PLIN5 inh | m5-HT2A agonist | MC4R antag cAMP | PDI inh | ABCB6 inh 2 | Granule exo inh | Cardio protect | MC4R ag barr
Cc1cc(C)cc(OC(=O)N2CCOCC2)c1 | 0 | -5 | -4 | 0 | -1 | 0 | 94 | -4 | 5 | -1.1
O=c1ccc2ccc(OCc3nnc(-c4ccccc4Br)o3)cc2o1 | -2 | -4 | 8 | -6 | 0 | -3 | 99 | -1 | 6 | -0.6
O=C(NCCc1ccco1)c1ccc(OCc2cn3ccccc3n2)cc1 | 4 | -5 | 13 | -8 | -8 | 6 | 98 | -15 | -3 | 0.0
Nc1ccccc1C(=O)NC12CC3CC(CC(C3)C1)C2 | -2 | -19 | -2 | 5 | 6 | 1 | 101 | 6 | 1 | -1.4
O=C(CSc1nnc(-c2ccncc2)o1)c1ccc2c(c1)OCCO2 | -1 | -5 | -2 | 0 | 19 | 0 | 96 | 1 | -4 | -1.5
CCn1c(=S)ccc2ccc(OC)cc21 | 4 | nt | -1 | 1 | 3 | 3 | nt | 2 | -1 | -0.9
CCn1c(SCC(=O)Nc2ccc(N3CCOCC3)c(Cl)c2)nnc1-c1ccc(N)cc1 | -1 | -4 | 1 | 0 | 7 | -3 | 99 | -10 | -2 | -2.1
CCCCn1nnnc1NCc1cccnc1 | 1 | -1 | 8 | 3 | 2 | -5 | 105 | -2 | 2 | 0.7
Cc1cc(Oc2ccccc2)nc(SCC(=O)Nc2ccc(Cl)cc2Cl)n1 | -5 | -12 | -4 | -2 | 4 | -1 | 105 | 6 | -16 | -0.1
C[C@]12c3[nH]c4ccccc4c3CCN1C(=O)C(CC(=O)NCc1cccc(C(F)(F)F)c1)C[C@@H]2C(=O)N1CCOCC1 (stereo partly specified) | 0 | -7 | -12 | 0 | 5 | 3 | 95 | -1 | 5 | -0.1
Cc1cc(NC(=O)c2ccccc2)sc1C | -6 | -2 | -3 | 2 | 4 | 16 | 92 | -3 | -14 | -0.8
CCCN(C(=O)c1ccc2c(SCC(=O)O)c3c(nc2c1)CCC3)c1cccc(C)c1 | 2 | -7 | 5 | -5 | -2 | 5 | 90 | -10 | 1 | -0.9
Cc1cccc(N2CCN(C(=O)CCN3C(=S)NC(C)(C)CC3C)CC2)c1C (stereo unspecified) | 2 | 2 | -7 | -3 | 5 | 6 | 100 | -2 | -5 | -3.6
CS(=O)(=O)N1CCC(C(=O)Nc2ccc(Cl)c(Cl)c2)CC1 | 2 | 0 | 2 | -7 | 3 | 4 | 103 | -1 | -2 | -2.4
COc1cc(C(=O)COC(=O)C2CC2(Cl)Cl)cc(OC)c1OC (stereo unspecified) | 1 | -10 | 0 | 1 | -1 | -6 | 93 | -1 | 2 | -1.3
Cn1cccc1C(=O)OCC(=O)N1CCN(c2ccccc2)CC1 | 0 | -6 | 1 | -1 | 1 | 13 | 96 | -5 | 1 | -1.1
COc1cc(/C=C/C(=O)c2ccc3c(c2)OCO3)cc(Cl)c1O | 3 | -19 | 0 | -8 | 19 | -11 | 97 | 7 | 10 | -2.3
C=CCOc1c(Br)cc(/C=C(\C#N)C(N)=O)cc1OC | 7 | -14 | -2 | 0 | -9 | -6 | 94 | 2 | 10 | -2.6
C=C(C)C(O)Cc1c(OC)ccc(C(=O)/C=C/c2ccc(O)cc2)c1O (stereo unspecified) | 10 | nt | 0 | -3 | 3 | nt | 97 | 2 | -5 | 2.8
Cc1ccc(S(=O)(=O)N2CCN(C(=O)CN3CCOCC3)C2C(C)C)cc1 (stereo unspecified) | -1 | -7 | -1 | -1 | -2 | -24 | 59* | -1 | -5 | -2.5
CC(C)(C)n1ncc2c(=O)n(CC(=O)NCc3ccco3)cnc21 | -1 | -5 | 1 | 0 | 4 | 0 | 96 | -3 | 2 | -1.8
Nc1cc(=O)[nH]c(=O)n1Cc1ccco1 | 0 | -4 | -2 | 2 | 0 | -3 | 99 | -2 | 4 | -2.4
COCCN(C(=S)Nc1ccc(C(C)C)cc1)C(C)c1cccs1 (stereo unspecified) | -9 | -4 | 3 | -3 | 27 | -1 | 94 | 0 | -10 | 0.1
C#CCOCCOCCOCCNc1nc(N2CCOCC2)nc(N2CCN(C(=O)Cn3cc(CCCCN)nn3)CC2)n1 | 0 | -9 | 7 | 1 | 5 | -5 | 95 | 5 | 14 | -1.0
Cc1cc(=O)n2[nH]c(-c3ccc(Cl)cc3)cc2n1 | 4 | 0 | 6 | -5 | 4 | 8 | 108 | -6 | -12 | -0.4

ABCB6 inh 2, entries above that show a hit.
smiles | N-glyco inh | CaV13 ICDI inh | ABHD5-PLIN5 inh | m5-HT2A agonist | MC4R antag cAMP | PDI inh | ABCB6 inh 2 | Granule exo inh | MC4R ag barr
Cc1ccc(S(=O)(=O)N2CCN(C(=O)CN3CCOCC3)C2C(C)C)cc1 (stereo unspecified) | -1 | -7 | -1 | -1 | -2 | -24 | 59* | -1 | -2.5

The results go on:
SMILES | N-glyco inh | CaV13 ICDI inh | ABHD5-PLIN5 inh | m5-HT2A agonist | MC4R antag cAMP | PDI inh | ABCB6 inh 2 | Granule exo inh | Cardio protect | MC4R ag barr
COc1ccc(C(=O)NC(=S)NCc2ccco2)cc1 | 2 | -19 | 2 | -2 | -1 | -6 | 99 | -12 | 3 | 1.9
O=S(=O)(NCc1ccccc1Br)c1ccccc1Br | -2 | -7 | 4 | -2 | 2 | -4 | 99 | 6 | -4 | 3.0
Cn1c(SCC(=O)NNC(=S)Nc2ccccc2)nnc1-c1ccccc1 | -1 | -4 | -1 | 1 | 15 | 2 | 102 | 5 | 4 | -0.2
O=C(NCc1cccnc1)Nc1cccc(NC(=O)NCc2cccnc2)c1F | 3 | -2 | 4 | -1 | 6 | 1 | 96 | -4 | -1 | 2.6
CNS(=O)(=O)c1ccc(OC)c(-c2nnc3c4ccccc4c(C)nn23)c1 | 2 | nt | 1 | 5 | -32 | 15 | 100 | -2 | 2 | -0.9
Cc1ccc(-c2cc(-c3ccccc3)c(C#N)c(N)n2)o1 | 0 | -9 | 5 | 4 | 3 | -3 | 110 | -1 | 33 | -1.8
Cc1ccc(/C=N/NC(=O)c2ccco2)s1 | -1 | nt | 3 | 8 | -1 | -3 | 97 | 3 | -6 | -4.0
COc1ccccc1C(=O)NNC(=O)C(=O)Nc1cccc(Cl)c1C | 1 | -4 | 8 | 8 | 9 | -3 | 99 | -6 | 8 | -1.9
COc1ccccc1NS(=O)(=O)c1cccc(C(=O)N2CCCCCC2)c1 | 3 | -5 | 7 | -5 | 6 | 1 | 96 | -1 | 1 | -0.2
Cc1ccc(Cl)cc1NC(=O)Cn1cc2c(n1)CCCC2 | 0 | 1 | 4 | 2 | 4 | nt | 95 | -2 | -5 | -1.4
COc1cccc(C(Nc2ccccn2)c2oc(CO)cc(=O)c2O)c1 (stereo unspecified) | 2 | -2 | 4 | 3 | -2 | 9 | 94 | -1 | 15 | -0.8
O=C(COC(=O)c1ccccc1)NC12CC3CC(CC(C3)C1)C2 | 2 | -4 | 0 | 8 | 10 | -8 | 102 | -10 | -2 | -3.4
CC1CCCN(CCCN2C(=O)C3C(C(=O)Nc4cccc(Cl)c4)C4C=CC3(O4)C2C(=O)NC2CCCCC2)C1 (stereo unspecified) | -1 | -2 | 7 | -7 | -1 | 0 | 96 | -4 | 4 | -0.8
O=C(NNS(=O)(=O)c1ccccc1[N+](=O)[O-])c1cccc(Br)c1 | -1 | -9 | 0 | -2 | -1 | 2 | 101 | 10 | -2 | -0.7
NC(=O)c1cc(NC(=O)COC(=O)CCCN2C(=O)c3cccc4cccc(c34)C2=O)cc(C(N)=O)c1 | -1 | -6 | 4 | 7 | -1 | -4 | 94 | 9 | 7 | -2.3
Cc1[nH]c2ccc3ccccc3c2c(=O)c1C/C=C/Cl | 4 | -20 | -3 | -2 | 6 | -4 | 97 | -8 | -3 | -0.2
CCOC(=O)C1CCCN(Cc2nc(N)nc(Nc3ccc(Cl)cc3)n2)C1 (stereo unspecified) | 5 | -1 | 9 | 2 | -4 | 5 | 91 | 3 | 14 | 0.1
Oc1cc(NCCc2cccnc2)cc2cccnc12 | 11 | -13 | -4 | 0 | -2 | -1 | 103 | 2 | -9 | -0.9
Cc1ccc(NC(=O)C2C3/C=C\CCCCC32)cc1 (stereo unspecified) | 0 | -3 | -4 | -2 | 1 | -8 | 105 | -2 | -6 | 4.7
Cc1cccc(-n2nnnc2SCc2csc(-c3ccccc3)n2)c1 | -2 | -4 | -4 | -3 | 4 | 12 | 95 | -1 | -16 | -1.2
O=S(=O)(c1ccccc1)N1CCN(C2CCN(Cc3ccccc3)CC2)CC1 | 1 | nt | 2 | 2 | 2 | -6 | 100 | 0 | 2 | -1.2
CS(=O)(=O)N(Cc1ccc(Cl)cc1)c1ccc(C(=O)NCCSc2ccccn2)cc1 | -5 | -5 | 5 | 4 | 12 | -9 | 89 | 16 | -1 | 2.1
COc1ccc(CCNC(=O)C(C)OC(=O)c2nsc(Cl)c2Cl)cc1OC (stereo unspecified) | 4 | -4 | -3 | 0 | -5 | 15 | 89 | 2 | 0 | -0.5
Cc1cc(C)cc(NCc2cc3c(cc2[N+](=O)[O-])OCO3)c1 | -6 | -7 | -2 | 5 | 0 | 24 | 100 | 1 | -7 | 0.4
CC1CCCN(C(=O)COC(=O)Cn2cnc3ccccc32)C1 (stereo unspecified) | -1 | -7 | -11 | -1 | -2 | 3 | 102 | 16 | 3 | -1.4
Cc1cccc(-n2c(=O)[nH]c3c(C(N)=O)nc(C(C)C)nc32)c1 | -1 | -9 | 3 | -9 | 5 | -2 | 97 | -1 | 11 | 1.5
CCN(CC)c1ccc(C2CC(=O)Nc3cc(OC)c(OC)cc32)cc1 (stereo unspecified) | -3 | -2 | -1 | -2 | 9 | -4 | 93 | 0 | -14 | 3.3
COc1ccc(S(=O)(=O)N(CC(=O)NCc2ccncc2)c2ccc(C)cc2)cc1OC | -1 | -4 | 8 | 4 | 13 | 18 | 98 | 17 | 8 | -1.4
CC(C)NS(=O)(=O)c1ccc(OCC(=O)NCC2CCCO2)c(Cl)c1 (stereo unspecified) | 0 | -4 | -1 | 7 | 3 | -4 | 96 | 1 | -2 | -1.1
O=C(CSc1ncnc2c1oc1ccccc12)Nc1cccc(F)c1 | 3 | -4 | 1 | 5 | 0 | -10 | 96 | -1 | -10 | 1.8

Another view of some results above:
Structure	N-glyco inh	CaV13 ICDI inh	ABHD5-PLIN5 inh	m5-HT2A agonist	MC4R antag cAMP	PDI inh	ABCB6 inh 2	Granule exo inh	Cardio protect	MC4R ag barr
CCN(CC)c1ccc(C2CC(=O)Nc3cc(OC)c(OC)cc32)cc1 (stereo unspecified)	-3	-2	-1	-2	9	-4	93	0	-14	3.3
COc1ccc(S(=O)(=O)N(CC(=O)NCc2ccncc2)c2ccc(C)cc2)cc1OC	-1	-4	8	4	13	18	98	17	8	-1.4
